High-throughput results (PubChem BioAssay)
Ba/F3 V617F tox: lowers viability of Ba/F3 cells expressing EpoR and JAK2V617F; ATP luminescence; 1.1% of 220,000 active; inhibition, % at 5.6 µM;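 active = inhibition above the campaign mean plus 3 SD over all tested compounds, cut at about 24% in these data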;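 also: cytokine-independent growth of Ba/F3 cells driven by EpoR plus mutant JAK2; 0% = DMSO-treated cells and 100% = JAK inhibitor I control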
S1P4 antagonist: human S1P4 receptor antagonism | O95977 | S1P4-expressing cells, antagonist mode, reporter read-out | inhibition, % at 4.98 µM | 0.26% of 220,000 active | AID 1510; in the data active = inhibition above about 29%;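 also: 0% = wells stimulated with agonist and 100% = vehicle wells without agonist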
Runt-CBFb FRET: blocks binding of human RUNX1 Runt domain to CBFb | 0.46% of 220,000 active | AID 1496 | Q01196+Q13951 | Cerulean-Runt/Venus-CBFb FRET ratio 530/480, 1 h | inhibition, % at 20 µM;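 active = inhibition over about 50% at 20 µM in the single-dose screen, limit read from the data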;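 also: 0% = DMSO wells and 100% = excess unlabeled CBFb competitor control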
Target sequence (Q01196 whole entry, looked up, the tested form may be a part): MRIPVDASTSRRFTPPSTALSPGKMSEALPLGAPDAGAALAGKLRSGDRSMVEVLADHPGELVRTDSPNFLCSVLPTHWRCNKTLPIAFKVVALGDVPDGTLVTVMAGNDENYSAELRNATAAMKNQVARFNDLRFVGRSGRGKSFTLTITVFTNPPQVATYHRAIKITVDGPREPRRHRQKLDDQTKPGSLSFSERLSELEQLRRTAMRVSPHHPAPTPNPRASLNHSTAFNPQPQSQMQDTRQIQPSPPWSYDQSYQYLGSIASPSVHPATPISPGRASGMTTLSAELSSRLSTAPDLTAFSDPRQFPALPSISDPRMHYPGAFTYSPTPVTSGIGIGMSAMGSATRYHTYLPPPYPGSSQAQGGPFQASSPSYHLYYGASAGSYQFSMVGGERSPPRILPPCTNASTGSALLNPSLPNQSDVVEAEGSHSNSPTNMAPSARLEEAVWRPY
Target sequence (Q13951 whole entry, looked up, the tested form may be a part): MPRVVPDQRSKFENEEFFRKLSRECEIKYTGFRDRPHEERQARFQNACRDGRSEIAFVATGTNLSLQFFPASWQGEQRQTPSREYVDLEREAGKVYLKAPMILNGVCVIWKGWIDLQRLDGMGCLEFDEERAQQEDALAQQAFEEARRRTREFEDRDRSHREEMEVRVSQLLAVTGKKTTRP
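test system = Cerulean-Runt domain fusion protein, energy donor | probe or stimulus = Venus-CBFb binding partner, 100 nM | incubation = two 1 h room-temperature incubations shielded from light | detection = fluorescence energy transfer, 422 nm excitation, 530/480 nm emission | measure = loss of energy transfer signal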
BaF3 tox: parental Ba/F3 viability inhibition as JAK2V617F counter-screen | CellTiter-Glo ATP luminescence | inhibition, % at 5.6 µM | 1.1% of 220,000 active;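 active = inhibition above a per-campaign cutoff, the mean inhibition of all tested compounds plus 3 SD, cut at about 27% in these data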;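 also: 0% = DMSO wells and 100% = JAK Inhibitor I control wells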
NPY-Y2 PAM-ag: potentiators or agonists of human neuropeptide Y receptor Y2; P49146; cells expressing NPY-Y2, potentiator/agonist read-out; activation, % at 3.6 µM; 0.45% of 220,000 active; in the data active = activation above about 27%;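 also: cells stimulated with NPY near EC25 plus isoproterenol at EC100; 0% = vehicle plus submaximal agonist and 100% = vehicle plus saturating agonist; some results beyond the cut were filed as inactive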
NPY Y1 blocker: blocks the human neuropeptide Y Y1 receptor | HEK293-CNG Y1 cells, membrane potential fluorescence; NPY at EC95, then isoproterenol | inhibition, % at 3.6 µM | 1% of 200,000 active | AID 1040;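 active = inhibition above the campaign mean inhibition of all tested compounds plus 3 SD, cut at about 20% in these data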;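 also: 0% = DMSO wells given NPY plus isoproterenol and 100% = isoproterenol alone without NPY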
Target sequence (P25929 whole entry, looked up): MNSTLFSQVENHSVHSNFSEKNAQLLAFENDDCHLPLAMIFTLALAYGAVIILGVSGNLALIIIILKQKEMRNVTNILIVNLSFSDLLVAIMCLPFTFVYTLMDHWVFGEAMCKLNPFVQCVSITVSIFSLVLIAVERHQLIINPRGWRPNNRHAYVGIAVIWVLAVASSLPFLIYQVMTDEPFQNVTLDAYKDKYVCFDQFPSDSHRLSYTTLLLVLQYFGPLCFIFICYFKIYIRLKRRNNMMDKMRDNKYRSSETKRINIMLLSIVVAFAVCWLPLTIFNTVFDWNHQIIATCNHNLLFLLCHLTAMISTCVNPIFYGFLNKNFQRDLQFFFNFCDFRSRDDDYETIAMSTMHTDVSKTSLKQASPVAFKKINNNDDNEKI
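Test system: HEK293 cells co-expressing NPY Y1 receptor and cyclic-nucleotide gated channel; Also added: NPY (25 nM), isoproterenol (1 µM), Ro 20-1724 (25 µM); Compound dosing: one concentration, 3.6 µM, in 0.4% DMSO; Timing: dye 3 h, compound 60 min room temperature, stimulation 45 min; Technique: Membrane-potential fluorescent dye readout.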
S1P4 ag: agonists of human S1P4 receptor. O95977. S1P4-expressing cell line, agonist reporter assay. activation, % at 4.98 µM. 0.35% of 220,000 active; in the data active = activation above about 11%;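 also: 0% = DMSO vehicle and 100% = reference agonist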
NPY-Y1 PAM-ag: potentiates or activates human NPY-Y1 receptor; NPY-Y1 expressing cells, potentiator/agonist activation; 0.37% of 220,000 active; activation, % at 3.6 µM; in the data active = activation above about 33%, passing the limit was not always enough;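 also: cells stimulated with NPY at EC10 then isoproterenol at EC100; 0% = low agonist plus stimulus and 100% = saturating agonist plus stimulus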
RBBP9 inh: blocks human serine hydrolase RBBP9; recombinant RBBP9, FP-Rh probe fluorescence polarization; inhibition, % at 7.94 µM; 0.2% of 220,000 active; AID 1515;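 active = inhibition above the campaign mean of all tested compounds plus 3 SD, cut at about 14% in these data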;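 also: plate controls were DMSO wells with RBBP9 for no effect and wells lacking RBBP9 protein for full effect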
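Test system – recombinant human RBBP9 · Input – RBBP9 2.5 µM in dispensing solution, pre-mixing · Medium – Tris buffer pH 8.0, NaCl, Pluronic · Schedule – preincubation 30 min plus labeling 45 min at 25 °C · Measured by – fluorescence polarization · Measure – % inhibition · Controls – DMSO and no-protein wells · Replicates – one well per compound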
The depositor's hits bear a star; . = no result given.

smiles	BaF3 tox	RBBP9 inh	NPY-Y2 PAM-ag	NPY-Y1 PAM-ag	Ba/F3 V617F tox	S1P4 antagonist	NPY Y1 blocker	S1P4 ag	Runt-CBFb FRET
CC(=O)c1cc(O)c2ccccc2c1O	3	-5	-10	-2	-1	6	.	0.8	-17
NC(=O)/C(=C\c1ccncc1)c1cccc2ccccc12	0	-7	2	12	-2	2	.	2.2	1
COC(=O)c1sccc1NC(=S)NCc1ccc(Cl)cc1	-2	1	-29	14	-2	-5	.	0.1	20
N#C/C(=N\Nc1ccc(Cl)cc1)C(=O)c1ccccc1	11	1	47*	35	2	-13	-12	-2.1	-1
CS(=O)(=O)N(CC(=O)NC1CCCCC1)c1cccc(F)c1	2	-4	11	6	-1	-6	4	2.8	2
CCOC(=O)c1c(-n2c(C)cc(C=O)c2C)sc2c1CCCC2	0	-1	10	29	1	-12	0	16*	-3
Cc1onc(-c2ccccc2)c1-c1nc2cc(Cl)ccc2c(=O)o1	3	-1	-37	-35	-2	-5	.	-0.1	-1
CSc1ccc(/C=N/NC(=O)CNc2cccc3ccccc23)cc1	7	8	7	-18	5	-9	-5	-1.3	6
CCOC(=O)N1CCN(C(=O)c2cc3c(-c4ccc(Cl)cc4)nn(C)c3s2)CC1	2	-8	9	-6	0	-8	4	1.6	-13
CC1CCN(CCCCOc2cccc(Br)c2)CC1	5	-6	-8	-16	2	-5	5	0.1	-1
C=CCN(CC=C)C(=S)Nc1ccc2nsnc2c1	7	-8	-31	-18	9	-6	17	0.3	-7
COc1ccc(-c2cc(C(F)(F)F)nc(N)n2)cc1	6	-3	3	16	0	-1	3	5.4	-2
CCOc1ccc(N2C(=O)CS/C2=C(\C(Cl)=C(Cl)Cl)[N+](=O)[O-])cc1	5	0	3	-38	1	-9	6	-2.6	6
CCN1CCN(c2cc(C)c3cc(NC(=S)N4CCN(c5ccccc5F)CC4)ccc3n2)CC1	7	0	12	7	3	-22	7	1.1	3
CCOc1ccc(S(=O)(=O)Nc2ccc(Cl)cn2)c(C)c1C	3	17*	-12	-37	-2	5	11	0.4	0
Fc1ccc(-n2nnc(-c3ccnc4ccccc34)n2)cc1	1	0	-1	-12	1	-1	3	-0.1	-1
Cn1c(=O)c2[nH]c(N3CCOCC3)nc2n(-c2ccccc2)c1=O	-2	-8	12	0	-1	-11	0	-0.1	1
COc1cc([N+](=O)[O-])ccc1NC(=O)Oc1ccc(NC(C)=O)cc1	3	-7	2	16	-4	2	.	1.7	3
CN(c1ccc(C(=O)O)cc1)S(=O)(=O)c1ccccc1	4	-6	2	-2	-1	2	0	-0.2	-1
CCOC(=O)N1CCC(NC(=O)c2cnn3c2NC(c2ccco2)CC3C(F)(F)F)CC1 (configuration not stated)	1	-7	3	10	-1	-20	0	1.0	0
O=C1COc2ccc(C(=O)c3ccccc3C(=O)O)cc2N1	4	-3	10	-12	2	2	5	0.9	0
Nc1ccccc1SCc1ccccc1	3	8	6	2	0	-3	12	0.3	-1
COc1ccc(C(=O)NCc2ccccc2OC)c(OC)c1	7	-8	1	10	-1	-6	6	2.4	-1
COc1ccc(-n2ncc3c(NCc4ccccn4)ncnc32)cc1	7	-6	-10	0	5	-7	-3	-1.4	1
Cc1nn(C)cc1S(=O)(=O)N1CCN(Cc2cccc(Cl)c2)CC1	5	6	-10	22	0	3	-1	0.1	0
O=C1NC(c2ccco2)Nc2sc3c(c21)CCN(Cc1ccccc1)C3 (configuration not stated)	6	-5	13	-3	-4	-31	-2	15*	49
Cn1c(=O)oc2cc(S(=O)(=O)NCCCN3CCCC3=O)ccc21	8	-9	-7	-2	3	10	-3	-0.6	1
CCN1CCN(C(=O)c2ccccc2N(Cc2ccccc2)S(=O)(=O)c2ccc(OC)cc2)CC1	0	-5	-33	16	0	-2	.	1.1	0
Cc1ccc2c(c1)N(S(=O)(=O)c1ccc(F)cc1)C(C(C)(C)C)CO2 (configuration not stated)	0	-8	-6	-17	-2	-22	10	0.9	-2
C/C(=C\c1ccco1)CN1CCC(N2CCC(C(=O)N3CCOCC3)CC2)CC1	0	-2	-15	-3	-3	9	0	1.7	2
CCOC(=O)CNC(=O)CSc1nnc(Cn2c(=O)sc3ccccc32)n1C	3	-10	9	1	1	-1	1	0.9	1
CC1Cc2nc(SCC(=O)Nc3ccc4c(c3)OCO4)n(Cc3ccccc3)c(=O)c2S1 (configuration not stated)	3	-11	-16	-18	1	-10	9	-1.0	0
COC(Cn1c2c(c3cc(C)ccc31)CCCC2NCc1ccccc1)OC (configuration not stated)	-5	3	-28	-25	2	23	.	0.3	-1
CCOC(=O)C1=C(C)OC(N)=C(C#N)C1c1ccsc1 (configuration not stated)	1	-6	-2	7	-1	0	4	1.3	1
CC(C)(C)OC(=O)N1CCN(C(=O)[C@H](Cc2ccc(O)cc2)n2cc(CCO)nn2)CC1	-1	8	0	7	0	-15	-2	0.3	1
CCc1nnc(NC(=O)CSc2nnc(CNc3ccc(F)cc3)n2C2CCCCC2)s1	0	-1	10	4	-1	9	-5	-0.3	0
COCCNC(=O)c1ccc2c(=O)n(CCOC)c(=O)[nH]c2c1	-2	-3	25	30	-6	9	-5	1.4	-1
CCCn1c(SCC(=O)NC2CCCC2)nnc1-c1ccccn1	-3	4	-12	-1	-3	6	.	0.1	1
Cc1ccc(C(=O)OCC(=O)Nc2sccc2C(N)=O)cc1NC(=O)c1ccco1	1	-8	-18	-44	-4	-11	0	0.5	-4
N/C(=N/O)c1nc(N2CCCCC2)nc(N2CCCCC2)n1	1	-8	-1	-14	-2	-5	-2	1.4	0
CN1C(=O)NC(c2ccccc2)C2=C1CN(c1cccc(C(F)(F)F)c1)C2=O (configuration not stated)	8	-6	2	0	1	-16	-4	1.3	-3
CCCn1cnc2cc(NCc3cccc(OC)c3O)ccc21	6	-2	13	12	0	0	-1	0.5	0
O=C(O)Cc1sc(-c2ccc(C(=O)O)cc2)nc1-c1ccccc1	6	-2	-3	10	2	3	3	0.3	1
N#Cc1nc(-c2ccccc2F)oc1NCc1cccc2c1OCO2	2	4	-53	-40	3	-33	28*	-0.7	1
CCO[C@H]1OC(C(N)=O)=C[C@@H](C2CCCCC2)[C@@H]1CCCO	-2	-1	-7	11	-6	6	-2	-1.0	1
Cc1cc(C)c(S(=O)(=O)N2CCN(c3ccc([N+](=O)[O-])c(NCC4CCCO4)c3)CC2)c(C)c1 (configuration not stated)	0	-11	-12	-1	3	-3	5	-2.3	-4
NS(=O)(=O)c1cccc(NS(=O)(=O)c2ccc(/C=C/C(=O)OCC(=O)c3ccccc3)cc2)c1	4	-12	22	30	-1	-1	-5	0.7	-2
CC(C)CC(NC(=O)C1CCCN1C(=O)OC(C)(C)C)C(=O)NCC(N)=O (configuration not stated)	-1	2	18	-5	-7	-21	4	-1.8	0
COc1ccc(CCN2C(=O)C3C4CC(C5C(C(=O)NN)=NOC45)C3C2=O)cc1OC (configuration not stated)	0	-3	-1	-9	-2	-7	-4	3.6	-1
CCN(CC)CCn1c(=N)n(CC(O)COc2cccc(C)c2)c2ccccc21 (configuration not stated)	12	2	-28	-48	13	11	55*	0.6	-1
CC(C)[C@H](NC(=O)c1ccccc1)C(=O)OCc1nc2scc(-c3ccccc3)c2c(=O)[nH]1	4	-11	0	-3	3	-8	0	0.1	-4
Cc1ccc(S(=O)(=O)N(C)c2ccc(C(=O)N3CCCCC3)cc2)cc1	7	-5	-3	-7	-1	4	12	1.2	0
COc1ccccc1C(c1nnnn1Cc1ccccc1)N1CCN(c2nc3ccccc3s2)CC1 (configuration not stated)	0	-7	-6	3	-2	-10	8	1.1	-4
CC1CCN(CC(=O)n2c3c(c4ccccc42)CCCC3)CC1	6	-7	-21	-25	5	4	19	1.1	-1
CCN1CC(c2ccccc2)C(c2ccc(Cl)cc2)=N1 (configuration not stated)	-1	2	8	-7	-5	-2	10	-1.0	-3
CCCCNC(=O)C1(NC(=O)Nc2ccc(C)cc2)CCCCC1	4	-5	1	-34	-2	-22	1	1.5	3
Cc1ccc(/C=C/C(=O)NCc2ccccn2)o1	3	-3	10	-12	1	-12	-1	1.1	0
COc1c(O)cccc1/C=N/NC(=O)Cn1ccnc1C	-2	1	10	2	1	-8	.	1.7	-2
CN(C)C(=O)c1cccn(Cc2ccc(C(F)(F)F)cc2)c1=O	11	-4	-11	-6	5	-19	2	-0.6	2
N#CC1=C(N)Nc2ncnn2C1c1ccc(F)cc1 (configuration not stated)	5	-4	-7	-1	-3	-13	-2	1.7	2

An excerpt from above, reduced to NPY-Y2 PAM-ag, S1P4 antagonist and BaF3 tox:
compound | NPY-Y2 PAM-ag | S1P4 antagonist | BaF3 tox
COc1ccc(-c2cc(C(F)(F)F)nc(N)n2)cc1 | 3 | -1 | 6
CCOc1ccc(N2C(=O)CS/C2=C(\C(Cl)=C(Cl)Cl)[N+](=O)[O-])cc1 | 3 | -9 | 5
CCN1CCN(c2cc(C)c3cc(NC(=S)N4CCN(c5ccccc5F)CC4)ccc3n2)CC1 | 12 | -22 | 7

Next records.
smiles	BaF3 tox	RBBP9 inh	NPY-Y2 PAM-ag	NPY-Y1 PAM-ag	Ba/F3 V617F tox	S1P4 antagonist	NPY Y1 blocker	S1P4 ag	Runt-CBFb FRET
NC(=O)COC(=O)CN1C(=O)C2CCCCC2C1=O (configuration not stated)	0	-2	9	-3	-2	-13	7	-1.7	0
O=C(CCl)Nc1ccccc1Sc1ccccc1	7	-12	-4	18	0	-11	7	0.3	1
Cc1nc2nc(SCc3ccc([N+](=O)[O-])cc3)[nH]c2cc1Br	2	-7	6	-3	-4	-5	.	0.5	0
CC1Cc2ccccc2N1C(=O)Cc1cccs1 (configuration not stated)	6	-4	-11	3	5	3	12	0.2	1
O=C(Nc1cccnc1Cl)c1ccc(S(=O)(=O)N2CCCCCC2)cc1	4	-10	5	4	0	-7	2	-0.5	41
Cc1cccn2cc(-c3cccc(NC(=O)c4cccs4)c3)nc12	3	0	-21	-2	-4	8	2	0.6	1
COc1ccc(N2CCN(c3ccc(N)cc3C#N)CC2)cc1	8	-9	7	7	3	-3	-5	-1.0	6
CC1CCC(C(C)C)C(OC(=O)C2=C3c4ccccc4S(=O)(=O)N3CC2)C1 (configuration not stated)	2	-1	4	-26	-4	-14	-3	-0.7	0
O=C(c1cccc(C(F)(F)F)c1)C1CCCN(C(=O)CCc2cnccn2)C1 (configuration not stated)	3	-6	-1	-7	-1	-6	5	1.7	0
Cc1cc2cc(CNC(=S)Nc3ccc(OC(F)(F)F)cc3)ccc2[nH]1	4	-5	5	2	-3	12	7	2.5	1
